BoNT-F LC inh = BoNT/F light chain protease inhibitors, primary screen, biochemical, flow cytometry, MLPCN library | Botulinum neurotoxin type F light chain protease (Clostridium botulinum) | 360,000 tested, 0.22% active | Multiplex microsphere protease cleavage assay | inhibition, % at 10 µM | AID 588497, 2011; in the data active means inhibition above about 35%, passing the limit was not always enough; inconclusive means no clear call, values can overlap the other calls; further: plate controls were buffer without enzyme for full effect and enzyme alone for no effect
UGM FP inh = M. tuberculosis UGM enzyme inhibitors, primary screen, biochemical, fluorescence polarization, single point | 320,000 tested, 0.06% active | purified UGM, fluorescence polarization probe displacement | inhibition, % at 10 µM; in the data active means inhibition above about 10%, passing the limit was not always enough; inconclusive means no clear call, values can overlap the other calls
Target sequence (P9WIQ1 whole entry, looked up): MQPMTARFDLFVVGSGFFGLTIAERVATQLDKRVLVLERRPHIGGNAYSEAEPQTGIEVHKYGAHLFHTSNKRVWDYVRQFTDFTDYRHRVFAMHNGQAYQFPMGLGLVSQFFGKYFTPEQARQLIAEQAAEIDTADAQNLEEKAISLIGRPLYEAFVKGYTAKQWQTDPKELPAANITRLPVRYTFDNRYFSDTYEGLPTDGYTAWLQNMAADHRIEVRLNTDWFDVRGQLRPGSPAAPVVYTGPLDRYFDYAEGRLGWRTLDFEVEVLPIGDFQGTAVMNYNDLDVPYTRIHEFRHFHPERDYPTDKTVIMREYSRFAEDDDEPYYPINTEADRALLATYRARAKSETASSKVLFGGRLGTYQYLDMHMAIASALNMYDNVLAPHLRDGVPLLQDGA
GDH-TPI counter = GDH-TPI coupling enzyme inhibitors, primary screen, artefact control for M. tuberculosis FBA inhibitor project, biochemical, absorbance, full deck; GDH-TPI coupled enzyme counterscreen, NADH absorbance; inhibition, % at 4.8 µM; 360,000 tested, 1.2% active; AID 588335, 2011;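 further: 0% = DMSO wells and 100% = wells lacking the enzyme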
BioA inh = M. tuberculosis BioA enzyme inhibitors, primary screen, biochemical, plate reader, single point, HTS; AID 602481, 2012; inhibition, % at 9.99 µM; 360,000 tested, 0.096% active; purified M. tuberculosis BioA enzyme; in the data active means inhibition above about 40%; inconclusive means no clear call, values can overlap the other calls
VHR inh abs = VHR1 phosphatase inhibitors, primary screen, biochemical, absorbance, uHTS. Dual specificity protein phosphatase 3 (Homo sapiens), P51452. recombinant VHR phosphatase, pNPP absorbance. inhibition, % at 13.3 µM. 290,000 tested, 0.52% active. AID 1654, 2009; in the data active means inhibition above about 50%; further: some compounds called inactive have numbers as strong as hits
Target sequence (P51452 whole entry, looked up): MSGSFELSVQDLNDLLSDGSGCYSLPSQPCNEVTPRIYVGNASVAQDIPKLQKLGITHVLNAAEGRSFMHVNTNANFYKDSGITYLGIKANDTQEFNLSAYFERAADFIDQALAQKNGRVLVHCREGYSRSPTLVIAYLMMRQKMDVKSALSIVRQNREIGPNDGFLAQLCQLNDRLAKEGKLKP
FBA Mtb inh = Mtb FBA enzyme inhibitors, primary screen, biochemical, fluorescence, strain H37Rv; inhibition, % at 1 µM; purified M. tuberculosis FBA, fluorescence read-out; AID 588726, 2011; 360,000 tested, 2.3% active; in the data active means inhibition above about 27%;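 further: 0% = vehicle and 100% = reference inhibitor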
Target sequence (P9WQA3 whole entry, looked up): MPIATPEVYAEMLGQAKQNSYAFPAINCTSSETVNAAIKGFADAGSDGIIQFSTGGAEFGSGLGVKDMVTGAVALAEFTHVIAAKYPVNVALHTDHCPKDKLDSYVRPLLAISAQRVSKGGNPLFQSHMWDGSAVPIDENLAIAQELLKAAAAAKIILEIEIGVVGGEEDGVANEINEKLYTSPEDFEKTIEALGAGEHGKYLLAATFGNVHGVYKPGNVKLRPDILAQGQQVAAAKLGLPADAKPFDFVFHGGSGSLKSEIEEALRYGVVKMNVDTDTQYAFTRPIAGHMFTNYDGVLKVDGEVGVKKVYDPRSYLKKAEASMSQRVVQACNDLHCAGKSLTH
MazF activator = activators of E. coli MazEF toxin-antitoxin RNase, primary screen, biochemical, fluorescence, uHTS; 350,000 tested, 0.32% active; activation, % at 20 µM; FAM/BHQ RNA-DNA oligo cleavage fluorescence, 5 h; in the data active means activation above about 50%
Target sequence (P0AE70 whole entry, looked up): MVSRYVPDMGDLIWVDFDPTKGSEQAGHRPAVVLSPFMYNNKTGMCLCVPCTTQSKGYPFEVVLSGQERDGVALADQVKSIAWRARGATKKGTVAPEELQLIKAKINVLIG
FadD28 binding = inhibitors of FadD28 bisubstrate probe binding, primary screen, biochemical, fluorescence polarization, single point; Mycobacterium tuberculosis FadD28 fatty-acid-AMP ligase; inhibition, % at 12.5 µM; 360,000 tested, 0.22% active; in the data active means inhibition above about 8.5%, passing the limit was not always enough; inconclusive means no clear call, values can overlap the other calls
CCHFV vOTU inh = CCHFV vOTU protease inhibitors, primary screen, biochemical, Pep-AMC substrate, fluorescence; inhibition, % at 11.5 µM; 370,000 tested, 0.55% active; further: 0% = vehicle wells with enzyme and 100% = no enzyme wells
Rv3671c inh = Rv3671c serine protease inhibitors, primary screen, biochemical, fluorescence polarization, M. tuberculosis H37Rv; P9WHR9; inhibition, % at 5.96 µM; 320,000 tested, 0.048% active; AID 2606, 2010; in the data active means inhibition above about 38%;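 further: extracellular domain of Rv3671c used as enzyme; 0% = enzyme with DMSO and 100% = no enzyme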
* marks the source's active call; other numbers are inactive results; ? = inconclusive; nt = no result given. Unless noted, no stated cut-off is given here; in the data, active means inhibition above about 30%; inactive means the rest.

SMILES	BoNT-F LC inh	UGM FP inh	GDH-TPI counter	BioA inh	VHR inh abs	FBA Mtb inh	MazF activator	FadD28 binding	CCHFV vOTU inh	Rv3671c inh
O=C(NNC(=O)C1CC=CCC1)c1cccc(Br)c1 (centres undefined)	?	0.7	0	-0.3	nt	-2	-7	-3.5	-4	3
Cn1c(=O)cc(OCC(=O)N2CCN(c3cccc(C(F)(F)F)c3)CC2)c2ccccc21	1	0.1	-4	-0.5	0	0	-5	-1.0	1	-4
COc1ccccc1COCC(O)CN1CCN(S(=O)(=O)c2cccc(F)c2)CC1 (centres undefined)	17	-1.0	0	2.2	nt	-3	5	-4.2	15	5
COc1ccc(C(=O)C2CCCN(C(=O)c3cc4nc(C)cc(C)n4n3)C2)cc1F (centres undefined)	10	1.5	4	0.6	21	2	0	-1.1	6	4
CCOC(=O)C1=C(C)NC(C)=C(C(=O)OCC)C1C(=O)OCC(=O)c1ccc2c(c1)OCCO2	6	-0.8	11	-1.5	22	2	1	-2.6	-8	-1
CN=C(Nc1ccccc1)SC1CC(=O)N(c2cccc(OC)c2)C1=O (centres undefined)	-5	2.3	2	8.9	-15	1	3	-1.5	-2	-6
COc1ccc(C(=O)NCCCCc2ccccc2)cc1	2	3.7	13	0.8	nt	2	0	-4.2	-3	-4
COc1ccccc1C(=O)COC(=O)COc1cccc2c1OC(C)(C)C2	2	1.5	12	-0.9	-20	2	-6	-1.0	-1	2
O=C1Nc2cc(C(=O)N3CCOCC3)ccc2S/C1=C/c1ccccc1F	-8	nt	4	0.1	nt	-3	11	-4.2	13	nt
O=C(NCCn1ccc2ccccc21)c1ccc2c(c1)OCO2	-2	5.9	5	0.1	-5	-1	7	-0.4	-7	-7
Cc1csc2nc(CCNS(=O)(=O)c3ccc4c(c3)OCCO4)cn12	-20	-4.0	5	-0.1	29	-1	-1	-3.1	-2	7
C[C@]12CC[C@@H]3c4ccc(O)c(O)c4CC[C@H]3[C@@H]1CC[C@@H]2O	0	-2.2	-9	2.8	26	1	-9	0.2	7	-6
COc1ccc2c(c1)c1ncn(CCCN3CCOCC3)c(=O)c1n2C	7	2.3	9	0.1	2	170*	1	-3.6	-137	-7
CS(=O)(=O)c1ccccc1C(=O)N1CCN(Cc2ccccc2)CC1	4	3.2	5	-1.7	26	6	8	1.4	-17	-18
COc1cc(OC)cc(C(=O)OCn2nnc3ccccc3c2=O)c1	-2	-0.4	0	-0.2	12	1	-7	-2.4	2	2
COc1ccc(S(=O)(=O)NCC2CCCN(C(=O)CCC(F)(F)F)C2)cc1 (centres undefined)	?	2.9	5	-1.3	26	-1	4	-1.7	-9	5
O=C(Nc1ccc(C(O)c2ccccc2)cc1)[C@@H]1O[C@H](CO)[C@@H](O)[C@H]1O (some centres undefined)	0	nt	7	-0.2	nt	-1	nt	-4.3	-5	nt
Cc1cccc(OCc2n[nH]c(=S)o2)c1C	0	-0.1	-8	nt	0	-4	2	-1.9	-4	-5
CCc1ccccc1NC(=O)C1CCCN1S(=O)(=O)c1ccc2c(c1)n(C)c(=O)c(=O)n2C (centres undefined)	0	-2.6	9	-0.1	12	-1	9	-4.6	2	4
Cn1c(=O)c2c(nc(OC3CCCCCC3)n2C)n(C)c1=O	1	nt	-2	1.4	nt	1	5	-3.0	-5	nt
CCOc1ccc(N2CC(C(=O)OCC(=O)NCc3ccccc3)CC2=O)cc1 (centres undefined)	-12	-3.1	2	3.6	5	3	5	0.6	3	7
c1ccc(-c2cnc(-c3ccccn3)nn2)cc1	-6	-2.1	11	-3.0	nt	-2	2	-2.1	-4	5
CC(=O)c1ccc(-n2nncc2C)cc1	3	-0.6	1	6.6	22	0	2	-2.3	14	-2
Cc1ccc(C(=O)CN(C(=O)c2ccc(Cl)cc2)N2C(=O)c3ccccc3C2=O)cc1	-9	0.6	3	-1.1	3	2	-15	-4.0	-10	3
CCS(=O)(=O)NCCc1cc2c(OC)ccc(OC)c2[nH]c1=O	-34	-1.2	8	0.4	53*	0	-3	0.2	2	-2
CC(=O)Nc1ccc(OS(=O)(=O)c2cc(Cl)ccc2C)cc1	-1	-1.6	6	nt	0	3	0	-8.6	-6	2
CNC(=O)c1ccccc1S(=O)c1ccccc1COC(C)=O (centres undefined)	4	-1.1	-4	-1.2	12	0	4	-0.3	-6	-7
Cc1nc(NC(=O)c2cccnc2)ccc1Br	0	1.1	11	25	4	-2	11	-1.0	1	-5
O=C(CCCn1c(SCC(=O)c2ccc(O)c(O)c2)nc2ccccc2c1=O)NCC1CCCO1 (centres undefined)	-1	-0.6	23	0.0	29	-8	7	-4.4	5	-3
Cc1nc2c(S(=O)(=O)c3ccccc3)cnn2c(C)c1C	-5	nt	0	nt	24	44*	-4	-3.9	-6	6

6 compounds already listed, ordered by length of the SMILES, high to low.
SMILES	BoNT-F LC inh	UGM FP inh	GDH-TPI counter	BioA inh	VHR inh abs	FBA Mtb inh	MazF activator	FadD28 binding	CCHFV vOTU inh	Rv3671c inh
CCOc1ccc(N2CC(C(=O)OCC(=O)NCc3ccccc3)CC2=O)cc1 (centres undefined)	-12	-3.1	2	3.6	5	3	5	0.6	3	7
CC(=O)Nc1ccc(OS(=O)(=O)c2cc(Cl)ccc2C)cc1	-1	-1.6	6	nt	0	3	0	-8.6	-6	2
Cn1c(=O)c2c(nc(OC3CCCCCC3)n2C)n(C)c1=O	1	nt	-2	1.4	nt	1	5	-3.0	-5	nt
c1ccc(-c2cnc(-c3ccccn3)nn2)cc1	-6	-2.1	11	-3.0	nt	-2	2	-2.1	-4	5
Cc1nc(NC(=O)c2cccnc2)ccc1Br	0	1.1	11	25	4	-2	11	-1.0	1	-5
CC(=O)c1ccc(-n2nncc2C)cc1	3	-0.6	1	6.6	22	0	2	-2.3	14	-2

Next part
SMILES	BoNT-F LC inh	UGM FP inh	GDH-TPI counter	BioA inh	VHR inh abs	FBA Mtb inh	MazF activator	FadD28 binding	CCHFV vOTU inh	Rv3671c inh
Cc1ccc2cc(CCNC(=O)c3c(-c4ccccc4Cl)noc3C)c(=O)[nH]c2c1	-6	4.9	-8	-0.8	2	3	6	-3.7	7	1
CC(C)(C)c1ccc(C(=O)NCCc2ccccc2)cc1	-7	-0.5	6	-6.1	-29	27*	-12	-0.8	10	14
O=c1[nH]c(N/N=C\c2ccc(F)cc2)nc2ccccc12	-1	3.0	25	nt	57*	22	56*	-1.3	-16	1
CC1CCC2CCCCC2N1C(=O)c1cc([N+](=O)[O-])cc([N+](=O)[O-])c1 (centres undefined)	-3	-2.9	-4	2.5	-3	-5	1	-4.5	4	-4
O=C(COc1ncnc2ccccc12)Nc1ccccc1[N+](=O)[O-]	0	1.6	-5	nt	9	4	-4	0.4	3	-5
COc1cccc(C(C(=O)NC2CCCC2)N(C(=O)c2ccco2)c2ccc(NC(C)=O)cc2)c1OC (centres undefined)	1	4.5	7	-1.9	42	2	7	0.4	3	-8
COc1ccc(S(=O)(=O)Nc2ccccc2C)cc1C(=O)N1CCOCC1	0	-0.8	-2	nt	-12	-1	9	0.3	3	-8
COc1ccc(C2CC(=O)Oc3c(C(CCN4CCN(c5ccccc5)CC4)c4ccc(N(C)C)cc4)c(OC)cc(OC)c32)cc1 (centres undefined)	-15	0.1	9	-0.4	15	-1	2	0.0	7	2
COCC1CCN(Cc2c(C(=O)N3CCOCC3)nc3c(C)cccn23)C1 (centres undefined)	-6	nt	8	0.6	nt	0	8	-2.4	-11	nt
O=C(CCCN1C(=O)c2ccccc2C1=O)N1CCc2ccccc2C1	6	-0.3	-5	1.7	21	1	-1	1.6	6	2
C/C(=N\NC(=S)NC1CCCCC1)c1c(F)cccc1F	-5	-2.3	-3	-0.2	5	-4	-9	-0.2	-3	2
CCOc1ccc(OCCOC(=O)CNC(=O)c2ccc(Cl)cc2Cl)cc1	3	1.4	-10	-0.7	nt	1	2	-3.4	5	-10
Cc1ccccc1Oc1ncccc1C(=O)/C(C#N)=C/N(C)C	-1	2.2	15	-1.2	2	0	-17	-2.1	1	4
CC(C)Cn1c(SCC(=O)Nc2ncccn2)nc2ccccc21	-6	1.8	-2	nt	20	3	-26	-3.1	-1	-10
CCCCN1C(=O)c2ccc(C(=O)Nc3c(N)n(CCCC)c(=O)n(C)c3=O)cc2C1=O	2	-3.8	-3	2.5	10	2	-4	0.6	13	9
COc1ccc(NC(=S)NCc2ccco2)c(OC)c1	0	4.6	13	-0.9	3	5	8	-0.5	2	-2
O=C(CCc1nc(-c2ccccc2F)no1)NC1CCCCCC1	-41	2.5	1	0.6	14	-2	13	-1.4	4	-2
O=C(NC1CCCc2ccccc21)c1cccc(S(=O)(=O)N2CCN(c3ccccc3)CC2)c1 (centres undefined)	-12	-2.0	5	-0.9	19	-1	-5	-2.2	-10	-10
COc1ccc(-c2cn(CCO)nc2-c2ccc(OC)cc2)cc1	-8	-1.9	-4	2.4	9	1	2	-4.2	1	-7
CCCn1c(SCc2cc(=O)oc3ccc4ccccc4c23)n[nH]c1=O	18	4.1	9	nt	36	16	-2	-3.8	-17	-8
N#CC1C(C#N)N2CCCN2C1c1ccc(Cl)cc1 (centres undefined)	2	0.3	-4	1.0	13	-7	8	-0.9	-1	1
CNS(=O)(=O)c1ccc(N=Cc2c(C)[nH]n(-c3ccc(C)cc3C)c2=O)cc1	4	0.4	9	1.8	2	-3	16	-3.4	2	-4
Cc1c(O)c(CN2CCCC2)cc2c3c(c(=O)oc12)CCC3	-11	1.9	15	2.9	-6	198*	8	-1.0	-206	5
CCSc1nnc(SCC(=O)c2c(N)n(C)c(=O)n(C)c2=O)s1	2	nt	2	-2.1	nt	-2	9	-5.6	7	nt
COc1ccc2c(c1)c(/C=C/c1cc[n+](C)cc1)cn2C	-15	-3.1	1	-34	36	-23	-342	-0.7	14	-7
CCC(=O)N1Cc2ccccc2-c2ccccc2C1=O	nt	-2.4	nt	nt	9	nt	-1	nt	nt	-9
CCCn1ncc(CN2CCCC(C(=O)c3cccc(OC)c3)C2)c1C (centres undefined)	-2	2.0	6	nt	9	3	1	-0.5	-10	-5
COc1ccccc1NC(=S)NCc1ccc(F)cc1	?	-0.1	-1	-0.5	-7	-2	8	-1.4	3	6
CN(Cc1ccccc1)S(=O)(=O)c1ccc(OCC(=O)N2CCC(C(N)=O)CC2)cc1	4	1.5	8	-0.7	-9	1	4	-1.2	5	-3
NC(=O)c1ccc(NC(=O)COC(=O)c2cc3c(s2)CCC3)cc1	6	1.2	10	0.0	nt	1	-1	-1.1	-15	-9
CC(=O)Nc1cccc(OCC(=O)NS(=O)(=O)c2ccc(C)cc2)c1	-3	1.8	3	nt	6	2	5	0.2	nt	2
N#Cc1ccc(Oc2nc(Nc3ccc(F)cc3)nc(N3CCCC3)n2)cc1	-2	-0.6	11	nt	4	0	-1	0.5	-12	-3
CCCN1C(C)C(C(=O)OCC)=CN(Cc2cccc(I)c2)S1(=O)=O (centres undefined)	-1	nt	-6	-0.2	nt	0	-1	-2.0	nt	nt
COc1ccc(S(=O)(=O)N2CCOC23CCN(C(=O)c2ccc(Cl)cc2Cl)CC3)cc1	6	-3.0	-6	-0.9	-20	-3	-1	-7.3	-2	0
Cc1cccc(N2CCN(C(=O)c3ccc4nc(-c5ccco5)c(-c5ccco5)nc4c3)CC2C)c1 (centres undefined)	5	0.0	9	-0.5	33	1	-12	0.0	2	-15

Compound activity as filed in PubChem BioAssay.
